Compound activity (PubChem)
PV pol inh: poliovirus RdRp elongation inhibitors, primary screen, biochemical, fluorescence polarization, total intensity. poliovirus polymerase elongation; stronger effect = lower value. Genome polyprotein (Poliovirus type 1 (strain Mahoney)), P03300. 150,000 compounds, 0.66% hits. % elongation, % (compound at 16.7 µg/mL); in the data active = % elongation below about 90%; also: some results filed as inactive read as strong as hits
Target sequence (P03300 1749-2209 limits assumed): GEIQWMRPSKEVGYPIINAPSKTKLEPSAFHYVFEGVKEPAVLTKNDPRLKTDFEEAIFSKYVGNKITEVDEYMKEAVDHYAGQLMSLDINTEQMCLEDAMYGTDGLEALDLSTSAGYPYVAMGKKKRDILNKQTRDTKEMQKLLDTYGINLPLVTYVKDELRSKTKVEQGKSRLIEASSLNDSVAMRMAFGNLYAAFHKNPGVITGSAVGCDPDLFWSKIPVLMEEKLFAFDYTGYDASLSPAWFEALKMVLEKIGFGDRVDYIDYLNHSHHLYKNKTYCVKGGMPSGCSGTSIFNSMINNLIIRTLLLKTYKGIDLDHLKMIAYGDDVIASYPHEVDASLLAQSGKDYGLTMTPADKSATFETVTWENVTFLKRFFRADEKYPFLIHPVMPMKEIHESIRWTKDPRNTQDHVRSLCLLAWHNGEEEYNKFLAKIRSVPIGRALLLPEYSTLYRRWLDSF
PV pol inh FP z-score: further read-out of PV pol inh, marked with its call; z-score; measured here: FP z-score; hits read low
Numbers without * were called inactive; & = joins results of further samples. A portion of the library; the hit share may differ from the screen's.

The first 7 records, ahead of the listing:
SMILES | PV pol inh | PV pol inh FP z-score
CCOC(=O)c1ccc2nc(C(F)(F)F)nc(NCc3ccc(Cl)cc3)c2c1 | 101 | -0.1
Cc1nc2c3ccccc3nc(NNC(=O)CCC(=O)N3CCN(c4ccccc4)CC3)n2n1 | 85* | -1.9*
COc1ccc(-c2cc(=O)c3c(O)cc(O[C@@H]4O[C@H](CO[C@H]5O[C@H](C)[C@@H](O)[C@H](O)[C@@H]5O)[C@@H](O)[C@H](O)[C@H]4O)cc3o2)cc1O | 98 | -0.1
Cc1nnc(NS(=O)(=O)c2ccc(N)cc2)s1 | 101&99 | 0.1&-0.1
CC1=C(C(=O)O)N2C(=O)[C@@H](NC(=O)[C@H](N)c3ccc(O)cc3)[C@H]2SC1 | 99 | -0.1
O=C1NCC2(CCN(CCc3ccccc3)CC2)O1 | 102&96 | 0.6&-0.8
C/C(O)=C1\C(=O)[C@@H]2[C@H]3c4c[nH]c5cccc(c45)C[C@H]3C(C)(C)N2C1=O | 98 | -0.4

The list itself, from the first entry:
SMILES | PV pol inh | PV pol inh FP z-score
CCOC(=O)c1ccc2nc(C(F)(F)F)nc(NCc3ccc(Cl)cc3)c2c1 | 101 | -0.1
Cc1nc2c3ccccc3nc(NNC(=O)CCC(=O)N3CCN(c4ccccc4)CC3)n2n1 | 85* | -1.9*
COc1ccc(-c2cc(=O)c3c(O)cc(O[C@@H]4O[C@H](CO[C@H]5O[C@H](C)[C@@H](O)[C@H](O)[C@@H]5O)[C@@H](O)[C@H](O)[C@H]4O)cc3o2)cc1O | 98 | -0.1
Cc1nnc(NS(=O)(=O)c2ccc(N)cc2)s1 | 101&99 | 0.1&-0.1
CC1=C(C(=O)O)N2C(=O)[C@@H](NC(=O)[C@H](N)c3ccc(O)cc3)[C@H]2SC1 | 99 | -0.1
O=C1NCC2(CCN(CCc3ccccc3)CC2)O1 | 102&96 | 0.6&-0.8
C/C(O)=C1\C(=O)[C@@H]2[C@H]3c4c[nH]c5cccc(c45)C[C@H]3C(C)(C)N2C1=O | 98 | -0.4
CCCOc1ccccc1-c1nc2n[nH]nc2c(=O)[nH]1 | 98&99&105 | -0.4&-0.1&1.2
N#Cc1ccc(CSc2nc3ccccc3c(=O)[nH]2)cc1 | 99 | -0.7
C[C@]12CC[C@H]3[C@@H](CCC4=CC(=O)CC[C@@]43C)[C@@H]1CC[C@@H]2C(=O)CO | 102 | 0.3
CC(C)Cc1ccc([C@H](C)C(=O)O)cc1 | 99 | -0.1
O=C(O)CN1C(=O)c2cccc3cccc(c23)C1=O | 101&101 | 0.1&0.2
Cc1onc(-c2ccccc2Cl)c1C(=O)N[C@@H]1C(=O)N2[C@@H]1SC(C)(C)[C@@H]2C(=O)O | 100&99 | 0.1&-0.2
Cc1oc(-c2cccc(Cl)c2)nc1Cn1c(SCc2ccccc2F)nc2ccncc21 | 104 | -0.9
CC(=O)[C@H]1CC[C@H]2[C@@H]3C[C@H](C)C4=CC(=O)CC[C@]4(C)[C@H]3[C@@H](O)C[C@]12C | 99 | -0.1
COc1c(O)cc2c(c1O)C1OC(CO)C(O)C(O)C1OC2=O (centres undefined) | 99 | -0.1
Cc1nc2c3ccccc3nc(NNC(=O)CCC(=O)N3CCN(c4cc(Cl)ccc4C)CC3)n2n1 | 107 | 0.4
C=CCN1C(=O)C(CC(C)C)NC1=S (centres undefined) | 102 | 0
CCCCC1CCC(CCCC(C)CCC(=O)O)CC1 (centres undefined) | 89* | -1.9*
CCCCNC(=O)N1CCc2cc(OC)c(OC)cc2C1c1ccccc1 (centres undefined) | 97 | -0.5
CC(=O)NCCCCCC(=O)O | 100 | 0.2
CN(C)CCCN1c2ccccc2Sc2ccccc21 | 100&102 | 0.1&0.8
COc1ccc(C(=O)Nc2nc3ccccc3n2CCOc2ccc(Cl)cc2)cc1 | 111 | 0
N=C1/C(=C\c2ccccc2)C(=O)N=C2SC=NN12 | 101 | 0

Rewritten as labelled records: 2 of the compounds above.
C[C@]12CC[C@H]3[C@@H](CCC4=CC(=O)CC[C@@]43C)[C@@H]1CC[C@@H]2C(=O)CO
  PV pol inh: 102
  PV pol inh FP z-score: 0.3

CCOC(=O)c1ccc2nc(C(F)(F)F)nc(NCc3ccc(Cl)cc3)c2c1
  PV pol inh: 101
  PV pol inh FP z-score: -0.1
